Assay outcomes deposited in PubChem BioAssay by several laboratories.
AHR activator – human AHR activation; P35869; AHR-responsive luciferase reporter cells, luminescence; activation, % at 5 µM; hit rate 2.5% among 320,000; AID 2796; in the data active = activation above about 47%;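 note: 0% = vehicle wells and 100% = reference agonist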
Target sequence (P35869 whole entry, looked up): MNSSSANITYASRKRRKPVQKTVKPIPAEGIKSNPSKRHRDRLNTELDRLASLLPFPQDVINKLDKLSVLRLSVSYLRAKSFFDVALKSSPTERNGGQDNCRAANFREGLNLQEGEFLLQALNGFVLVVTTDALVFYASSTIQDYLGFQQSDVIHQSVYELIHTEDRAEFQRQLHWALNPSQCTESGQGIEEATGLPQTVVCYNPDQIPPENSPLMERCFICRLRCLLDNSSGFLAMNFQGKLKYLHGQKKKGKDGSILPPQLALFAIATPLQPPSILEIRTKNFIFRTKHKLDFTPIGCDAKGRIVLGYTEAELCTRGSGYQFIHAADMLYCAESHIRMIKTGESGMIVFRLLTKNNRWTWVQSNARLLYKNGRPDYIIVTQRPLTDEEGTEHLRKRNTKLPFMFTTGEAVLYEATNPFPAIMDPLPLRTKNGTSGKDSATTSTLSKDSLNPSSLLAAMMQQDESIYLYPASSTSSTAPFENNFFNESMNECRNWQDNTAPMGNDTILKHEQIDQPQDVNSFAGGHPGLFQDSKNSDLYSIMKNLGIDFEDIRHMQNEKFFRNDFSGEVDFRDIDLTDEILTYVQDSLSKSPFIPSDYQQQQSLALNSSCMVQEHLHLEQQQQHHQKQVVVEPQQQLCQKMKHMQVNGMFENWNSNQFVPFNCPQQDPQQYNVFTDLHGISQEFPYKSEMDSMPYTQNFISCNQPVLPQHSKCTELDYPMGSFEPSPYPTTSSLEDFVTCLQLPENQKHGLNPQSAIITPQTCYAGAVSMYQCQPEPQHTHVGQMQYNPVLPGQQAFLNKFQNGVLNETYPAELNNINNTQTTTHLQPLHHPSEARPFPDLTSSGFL
CIT2 TOR yeast – alters CIT2-GFP fluorescence in TOR pathway yeast screen | S. cerevisiae CIT2-GFP strain, flow cytometry, 3 h; 100 means same as DMSO wells | GFP response vs DMSO, % at 10 µM | hit rate 0.065% among 320,000 | AID 2029;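 active = GFP response relative to DMSO above a set limit, near the screen mean plus 3 SD, cut at about 150% in these data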;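 note: ratio of well median GFP fluorescence to mean of DMSO wells on the plate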
RPL19A-GFP yeast – yeast TOR pathway RPL19A-GFP modulation | S. cerevisiae RPL19A-GFP strain, flow cytometry, 3 h; hits give low values | percent response vs DMSO, % at 10 µM | hit rate 0.3% among 330,000 | AID 2025;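 active = percent response vs DMSO below 50%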;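 note: median channel GFP fluorescence of the barcoded RPL19A-GFP strain; ratio of sample median GFP to plate DMSO average so 100% = DMSO; lower means less RPL19A-GFP as with rapamycin TOR inhibition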
procasp7 counter – counter-screen: procaspase-7 (human) activation; P55210; recombinant procaspase-7, Ac-DEVD-pNA absorbance 405 nm; D23A/D198A/D206A triple mutant, cannot self-cleave; scale: DMSO 0, 5 µM enzyme 100; hit rate 0.093% among 330,000; AID 463210; activation, % at 8.5 µM;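 active = percent activation above the screen-wide mean plus 3 SD, cut at about 25% in these data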
Target sequence (P55210 whole entry D23A/D198A/D206A): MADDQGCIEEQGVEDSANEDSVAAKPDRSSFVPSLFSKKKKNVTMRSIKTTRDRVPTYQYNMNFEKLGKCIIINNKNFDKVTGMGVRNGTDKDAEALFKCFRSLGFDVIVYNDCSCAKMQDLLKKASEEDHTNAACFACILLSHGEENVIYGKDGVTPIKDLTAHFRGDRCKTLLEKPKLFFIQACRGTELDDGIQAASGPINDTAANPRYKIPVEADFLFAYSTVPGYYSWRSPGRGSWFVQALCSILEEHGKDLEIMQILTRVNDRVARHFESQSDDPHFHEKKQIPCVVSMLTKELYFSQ
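System: Procaspase-7 triple mutant (PC-7 D3A); measure: % activation from two-timepoint absorbance difference, scaled to controls; times: 1 h compound preincubation, 2 h substrate cleavage, 25 °C; also added: Ac-DEVD-pNA substrate, 400 µM as added; measured by: Epi-absorbance of released pNA at 405 nm, two timepoints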
MEP2-GFP yeast – modulators of TOR pathway MEP2-GFP in S. cerevisiae | S. cerevisiae MEP2-GFP strain, flow cytometry GFP, 3 h; 100% = DMSO control level | GFP response vs DMSO, % at 10 µM | hit rate 0.51% among 330,000 | AID 2016;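 active = GFP response versus DMSO above a set limit, roughly screen mean plus 3 SD, cut at about 180% in these data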;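 note: median GFP fluorescence of the barcode-gated MEP2-GFP cells per well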
LAP4-GFP MLPCN – modulators of TOR pathway LAP4-GFP in S. cerevisiae; S. cerevisiae LAP4-GFP multiplex, flow cytometry GFP, 3 h; median GFP as percent of DMSO wells; hit rate 0.34% among 320,000; GFP response vs DMSO, % at 10 µM; AID 2023;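 active = GFP response vs DMSO above a set limit, about the screen mean plus 3 SD, cut at about 150% in these data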
AGP1 TOR yeast – alters AGP1-GFP fluorescence in TOR pathway yeast screen | hit rate 0.02% among 320,000 | AID 2066 | GFP response vs DMSO, % at 10 µM | S. cerevisiae AGP1-GFP multiplex flow cytometry, 3 h; GFP as percent of DMSO wells;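 active = GFP response relative to DMSO above a set limit, near screen average plus 3 SD, cut at about 150% in these data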;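 note: median GFP channel fluorescence of the gated AGP1 strain per well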
procasp3 activ – procaspase-3 (human) activation; recombinant procaspase-3 D3A, Ac-DEVD-pNA absorbance 405 nm; hit rate 0.11% among 330,000; activation, % at 8.5 µM; P42574; AID 463141;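 active = activation above the mean of all tested compounds plus 3 SD, cut at about 21% in these data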;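 note: 0% = DMSO alone and 100% = DMSO wells spiked with extra 5 µM PC-3 D3A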
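Compound: 8.5 µM single point, 0.8% DMSO / Material: Autoprocessing-dead procaspase-3 D3A mutant enzyme / Timing: 1 h preincubation plus 2 h reaction at 25 °C / Medium: Zinc-free HEPES/NaCl buffer with 0.01% Triton X-100 at pH 7.4 / Technique: 405 nm absorbance of p-nitroaniline, reads at 0 and 120 min / Repeats: one well per compound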
An asterisk follows results filed as active.

Screens by letter – A = AHR activator; B = CIT2 TOR yeast; C = RPL19A-GFP yeast; D = procasp7 counter; E = MEP2-GFP yeast; F = LAP4-GFP MLPCN; G = AGP1 TOR yeast; H = procasp3 activ
Structure: CCCNC(=O)CN(c1ccc(F)cc1)S(=O)(=O)c1ccc2c(c1)OCCO2
  A = -1	B = 109	C = 107	D = 6	E = 103	F = 102	G = 105	H = 6

Structure: CCN(CC)CCn1c(=S)[nH]c2cc(C(=O)N3CC=C(c4ccccc4)CC3)ccc2c1=O
  A = 9	B = 106	C = 98	D = -16	E = 107	F = 107	G = 108	H = -7

Structure: CC(C)Cc1ccc(CN2CCCC(NC(=O)c3cnc4ccccn4c3=O)C2)cc1 (configuration not stated)
  A = -1	B = 108	C = 108	D = 2	E = 103	F = 89	G = 101	H = -7

Structure: CC(CCc1ccccc1)NC(=O)C(=O)NCCO (configuration not stated)
  A = -2	B = 113	C = 107	D = 1	E = 109	F = 108	G = 104	H = 2

Structure: CC1(C)CC(=O)N(c2ccccc2)C1(C)O (configuration not stated)
  A = -1	B = 108	C = 98	D = 1	E = 114	F = 108	G = 108	H = -2

Structure: Cc1cccc(C)c1NC(=O)CCc1nnc2ccc(N3CCCC3)nn12
  A = 2	B = 111	C = 106	D = -2	E = 105	F = 116	G = 118	H = -4

Structure: CC1CN(c2nc(Nc3ccccc3)nc(N)c2[N+](=O)[O-])CC(C)O1 (configuration not stated)
  A = 10	B = 93	C = 91	D = -2	E = 98	F = 106	G = 95	H = -1

Structure: C(=N/N1CCN(c2ccccc2)CC1)/c1ccncc1
  A = -5	B = 110	C = 114	D = 14	E = 106	F = 104	G = 112	H = -5

Structure: Cc1ccc(C2(c3ccc(C)cc3)CC2C(=O)Nc2ccc([N+](=O)[O-])cc2O)cc1 (configuration not stated)
  A = 59*	B = 63	C = 108	D = -7	E = 92	F = 92	G = 72	H = -3

Structure: COc1ccc(OC)c(-c2csc(NC(=O)CSc3ccc([N+](=O)[O-])cc3)n2)c1
  A = 38	B = 105	C = 109	D = 6	E = 108	F = 104	G = 103	H = -7

Structure: O=C(Nc1ccc2nsnc2c1)NC1CCCCC1
  A = 5	B = 109	C = 103	D = -5	E = 112	F = 110	G = 103	H = 4

Structure: C=C(CC[C@@H](O)C(C)(C)O)[C@H]1CC[C@]2(C)[C@@H]1CCC1[C@@]3(C)CCC(=O)C(C)(C)C3CC[C@]12C (some centres not stated)
  A = 1	B = 82	C = 99	D = -2	E = 89	F = 158*	G = 112	H = 2

Structure: COc1ccc(CCC(=O)NCCc2cn3c(C)csc3n2)cc1
  A = 4	B = 96	C = 96	D = 3	E = 98	F = 100	G = 102	H = 9

Structure: CCOC(=O)c1c(NC(=O)c2cccc([N+](=O)[O-])c2C(=O)O)sc2c1CCCC2
  A = 2	B = 104	C = 100	D = -1	E = 108	F = 99	G = 102	H = 15

Structure: CC(=O)c1c(C)nc2ccc(Cl)cn12
  A = -1	B = 105	C = 97	D = 7	E = 106	F = 104	G = 107	H = 1

Structure: COc1ccc(S(=O)(=O)Nc2ccc3c(c2)CC(=O)N([C@H](C)CO)C[C@H](C)[C@H](CN(C)C(=O)Nc2ccc4c(c2)OCO4)O3)cc1
  A = 4	B = 97	C = 101	D = -15	E = 100	F = 104	G = 105	H = -2

Structure: Clc1ccc(CNc2ccc(N3CCN(Cc4ccccc4)CC3)cc2)cc1
  A = 0	B = 110	C = 104	D = -11	E = 102	F = 79	G = 102	H = 1

Structure: CC(=O)c1c(C)c[nH]c1C
  A = 5	B = 99	C = 101	D = 1	E = 102	F = 98	G = 102	H = 0

Structure: COc1ccccc1C(=O)NCC(=O)N1CCN(S(=O)(=O)c2ccccc2C(F)(F)F)CC1
  A = 0	B = 96	C = 93	D = 7	E = 98	F = 95	G = 96	H = -4

Structure: Cc1ccccc1CCNC(=O)Cn1ccc2cc(S(=O)(=O)N3CCCC3)ccc21
  A = 1	B = 111	C = 84	D = 1	E = 126	F = 97	G = 21	H = 8

Structure: COc1ccc(CCn2c(C)cc(C(=O)CSc3nnc(N)s3)c2C)cc1
  A = 17	B = 92	C = 98	D = 2	E = 98	F = 91	G = 100	H = 2

Structure: COc1ccc2c(ccc[n+]2CC(=O)c2ccc(C)cc2)c1
  A = 6	B = 106	C = 109	D = 5	E = 105	F = 90	G = 101	H = -2

Structure: CC1Cc2ccccc2N1S(=O)(=O)c1cccc(C(=O)OCC(=O)N2CCOCC2)c1 (configuration not stated)
  A = -1	B = 108	C = 95	D = -12	E = 92	F = 94	G = 101	H = 11

Structure: CC(C)(C)C(=O)C1=C(O)C(=O)N(Cc2ccccc2)C1c1ccccc1Cl (configuration not stated)
  A = -1	B = 100	C = 100	D = 3	E = 106	F = 89	G = 89	H = -4

Structure: CCC(C)C(NC(=O)c1ccc(Cl)cc1)C(=O)Nc1cccnc1 (configuration not stated)
  A = 3	B = 100	C = 102	D = 6	E = 102	F = 103	G = 94	H = 0

Structure: CC1CCN(c2ccc(NC(=O)c3ccc([N+](=O)[O-])o3)cc2)CC1
  A = 0	B = 96	C = 104	D = 4	E = 99	F = 113	G = 109	H = -1

Structure: O=C(NC(Cc1ccc(F)cc1)C(=O)O)c1ccccc1 (configuration not stated)
  A = 4	B = 98	C = 103	D = 2	E = 100	F = 101	G = 105	H = -6

Structure: COc1ccc(/C(C)=N/Nc2nc3ccccc3nc2C)cc1OC
  A = 77*	B = 90	C = 99	D = 4	E = 100	F = 96	G = 101	H = 8

Structure: COc1ccc(CC(=O)Oc2ccc(C)cc2Br)cc1OC
  A = 6	B = 92	C = 102	D = 3	E = 96	F = 103	G = 92	H = -3

Structure: CCn1ccnc1CNC(=O)CC1C(=O)NCCN1CCCc1ccccc1 (configuration not stated)
  A = -5	B = 101	C = 106	D = 0	E = 106	F = 98	G = 101	H = 8

In the list so far, these contain a COOH group:
Screens by letter – A = AHR activator; B = CIT2 TOR yeast; C = RPL19A-GFP yeast; D = procasp7 counter; E = MEP2-GFP yeast; F = LAP4-GFP MLPCN; G = AGP1 TOR yeast; H = procasp3 activ
Structure: CCOC(=O)c1c(NC(=O)c2cccc([N+](=O)[O-])c2C(=O)O)sc2c1CCCC2
  A = 2	B = 104	C = 100	D = -1	E = 108	F = 99	G = 102	H = 15

Structure: O=C(NC(Cc1ccc(F)cc1)C(=O)O)c1ccccc1 (configuration not stated)
  A = 4	B = 98	C = 103	D = 2	E = 100	F = 101	G = 105	H = -6

Further compounds follow.
Screens by letter – A = AHR activator; B = CIT2 TOR yeast; C = RPL19A-GFP yeast; D = procasp7 counter; E = MEP2-GFP yeast; F = LAP4-GFP MLPCN; G = AGP1 TOR yeast; H = procasp3 activ
Structure: CCOC(=O)c1ccc(NC(=O)c2cccc(C)c2[N+](=O)[O-])cc1
  A = 0	B = 93	C = 91	D = 5	E = 103	F = 83	G = 83	H = 0

Structure: O=C(c1noc2c1CCCC2)N1CCc2ccccc2C1
  A = -10	B = 99	C = 101	D = -3	E = 104	F = 114	G = 106	H = 5

Structure: CC1=CC(C)(C)N(C(=O)CN2C(=O)c3ccccc3C2=O)c2ccc(C)cc21
  A = -1	B = 73	C = 114	D = -4	E = 92	F = 81	G = 88	H = 1

Structure: CN(C)S(=O)(=O)c1cccc(C(=O)NCC2CCCO2)c1 (configuration not stated)
  A = 0	B = 97	C = 96	D = 19	E = 93	F = 92	G = 97	H = 4

Structure: CC(C)C(=O)Nc1cccc(-c2nc3ccccc3c(=O)o2)c1
  A = -1	B = 109	C = 107	D = 10	E = 109	F = 110	G = 109	H = -2

Structure: COc1cccc(/C=N/Nc2ccnc(=O)[nH]2)c1O
  A = 25	B = 98	C = 99	D = -2	E = 97	F = 101	G = 102	H = -8

Structure: CSc1nsc2nc(=O)c(/C=C3\C=Nc4ccccc43)c(N)n12
  A = 3	B = 98	C = 96	D = -22	E = 84	F = 98	G = 97	H = -9

Structure: CCOC(=O)CC1C(=O)NCCN1Cc1ccc(OC)c(OC)c1 (configuration not stated)
  A = -1	B = 93	C = 94	D = 10	E = 90	F = 93	G = 97	H = -1

Structure: Cc1cc(-c2csc(NC(=O)c3ccc(=O)[nH]c3)n2)c(C)n1Cc1ccco1
  A = -1	B = 90	C = 91	D = -14	E = 87	F = 152*	G = 106	H = -5

Structure: CC(C)[C@H](NC(=O)N1CCn2c1nc1ccccc12)C(=O)NCC1CCCO1 (some centres not stated)
  A = 2	B = 96	C = 99	D = 6	E = 98	F = 97	G = 100	H = 7

Structure: COc1cccc(CN(C)C(=O)Cc2ccc(OC)c(S(=O)(=O)N3CCOCC3)c2)c1
  A = -1	B = 99	C = 100	D = -1	E = 110	F = 101	G = 106	H = -3

Structure: CCC1(c2ccccc2)NC(=S)N(c2ccc(C)cc2)N1 (configuration not stated)
  A = 25	B = 94	C = 95	D = -18	E = 84	F = 110	G = 77	H = -4

Structure: S=c1nccc(-c2cccs2)[nH]1
  A = 0	B = 117	C = 96	D = -19	E = 99	F = 107	G = 115	H = -2

Structure: CN1CCN(C(=O)c2ccc(CS(=O)Cc3ccc(Cl)cc3)o2)CC1 (configuration not stated)
  A = -1	B = 112	C = 106	D = 4	E = 105	F = 112	G = 101	H = 0

Structure: Cc1cccc(NC(=O)c2ccc(C(=O)c3ccccc3)o2)c1
  A = 2	B = 105	C = 110	D = 13	E = 122	F = 104	G = 106	H = 1

Arranged by count of non-hydrogen atoms (largest number first): some entries from above
Screens by letter – A = AHR activator; B = CIT2 TOR yeast; C = RPL19A-GFP yeast; D = procasp7 counter; E = MEP2-GFP yeast; F = LAP4-GFP MLPCN; G = AGP1 TOR yeast; H = procasp3 activ
Structure: Cc1cc(-c2csc(NC(=O)c3ccc(=O)[nH]c3)n2)c(C)n1Cc1ccco1
  A = -1	B = 90	C = 91	D = -14	E = 87	F = 152*	G = 106	H = -5

Structure: CN1CCN(C(=O)c2ccc(CS(=O)Cc3ccc(Cl)cc3)o2)CC1 (configuration not stated)
  A = -1	B = 112	C = 106	D = 4	E = 105	F = 112	G = 101	H = 0

Structure: CSc1nsc2nc(=O)c(/C=C3\C=Nc4ccccc43)c(N)n12
  A = 3	B = 98	C = 96	D = -22	E = 84	F = 98	G = 97	H = -9

(listing goes on)
Screens by letter – A = AHR activator; B = CIT2 TOR yeast; C = RPL19A-GFP yeast; D = procasp7 counter; E = MEP2-GFP yeast; F = LAP4-GFP MLPCN; G = AGP1 TOR yeast; H = procasp3 activ
Structure: Cc1[nH]n(-c2ccccc2)c(=O)c1/C=N/NC(=O)c1ccccc1F
  A = 15	B = 109	C = 95	D = -12	E = 102	F = 123	G = 108	H = -9

Structure: Oc1c(C(Nc2ccccn2)c2ccccn2)ccc2cccnc12 (configuration not stated)
  A = 24	B = 101	C = 105	D = 1	E = 102	F = 106	G = 105	H = 1

Structure: COc1ccccc1-c1nnc(SCC(=O)Nc2cc(C)on2)o1
  A = 5	B = 106	C = 92	D = -1	E = 101	F = 110	G = 109	H = 3

Structure: Cc1cccc(Nc2nc(NCC3CCCO3)nc(N)c2[N+](=O)[O-])c1 (configuration not stated)
  A = 8	B = 102	C = 99	D = 0	E = 88	F = 77	G = 79	H = 12

Structure: COc1ccc(NC(C)=O)cc1NC(=O)CN1CCN(c2ccccn2)CC1
  A = -2	B = 94	C = 92	D = -14	E = 88	F = 88	G = 94	H = 13

Structure: COCCN(CCOC)C(=O)COC(=O)c1cc([N+](=O)[O-])ccc1Cl
  A = 1	B = 110	C = 104	D = -3	E = 111	F = 108	G = 113	H = 10

Structure: Cc1cc(C(F)(F)F)n(-c2ccc(N)cc2)n1
  A = 2	B = 103	C = 104	D = -6	E = 101	F = 99	G = 93	H = 3
